HCT116 bCat-KO: beta-catenin-lacking colon tumor cell growth suppression; HCT116 beta-catenin knockout viability, CellTiter-Glo, 60 h; stronger effect = lower value; viability, % at 10 µM; actives 1.5% (n = 140,000); AID 818;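 active means viability at or under a set limit, the compound median less 4 SD, cut at about 6% in these data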;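 further: 0% = Hyamine 1622 control at 20 µM and 100% = untreated cell control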
Phagocyt inh: inhibitors of macrophage phagocytosis; J774A.1 macrophage IgG-bead phagocytosis, imaging; inhibition, % at 5 µM; actives 0.07% (n = 110,000); AID 1029;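 active means inhibition above the mean of the plate negative controls plus 5 SD, cut at about 13% in these data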;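 further: phagocytic index as fraction of beads internalized from green versus red external bead signal; plate controls were DMSO negative control for no effect and cytochalasin-D positive control for full effect; some results beyond the cut were filed as inactive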
Yeast life ext: extends the lifespan of yeast; S. cerevisiae growth with nicotinamide, OD615; deaD strain in restrictive glucose medium; inhibition of the nicotinamide effect, % at 10 µM; actives 0.68% (n = 130,000); AID 775;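 active means inhibition above a set limit, placed 3 SD over the median of all compounds, cut at about 26% in these data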;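 further: 0% = nicotinamide-treated wells and 100% = cells grown without nicotinamide; some compounds called inactive have numbers as strong as hits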
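Material: Modified budding yeast, DeaD strain | Medium: Restrictive glucose medium | Probe or stimulus: 1.5 mM nicotinamide | Dosing: Single dose 10 µM compound, 0.25% DMSO | Times: 48 h at 30 °C | Technique: OD615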
NPY-Y2 antag: NPY-Y2 (human) receptor antagonism | P49146 | inhibition, % at 2.7 µM | NPY-Y2 expressing cells, antagonist mode | actives 0.99% (n = 140,000); in the data active means inhibition above about 17%;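 further: 0% = vehicle with agonist challenge and 100% = reference antagonist with challenge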
Target sequence (P49146 whole entry, looked up): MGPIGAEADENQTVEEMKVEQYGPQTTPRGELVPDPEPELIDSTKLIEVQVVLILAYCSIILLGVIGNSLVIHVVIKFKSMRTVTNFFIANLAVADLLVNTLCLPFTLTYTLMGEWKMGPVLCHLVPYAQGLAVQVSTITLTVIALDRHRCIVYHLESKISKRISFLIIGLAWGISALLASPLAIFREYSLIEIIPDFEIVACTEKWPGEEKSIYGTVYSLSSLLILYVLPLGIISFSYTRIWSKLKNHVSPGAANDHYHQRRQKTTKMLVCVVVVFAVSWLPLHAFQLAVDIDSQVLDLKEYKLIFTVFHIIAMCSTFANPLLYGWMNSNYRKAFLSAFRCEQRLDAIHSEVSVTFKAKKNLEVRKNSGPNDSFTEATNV
GALR2 antag: blocks the human galanin receptor 2; AID 828; O43603; inhibition, % at 4 µM; GALR2-expressing cells, antagonist mode; actives 0.39% (n = 140,000); in the data active means inhibition above about 27%;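 further: cells stimulated with galanin 1-16 at roughly its EC80; 0% = agonist challenge control and 100% = basal control without agonist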
Target sequence (O43603 whole entry, looked up): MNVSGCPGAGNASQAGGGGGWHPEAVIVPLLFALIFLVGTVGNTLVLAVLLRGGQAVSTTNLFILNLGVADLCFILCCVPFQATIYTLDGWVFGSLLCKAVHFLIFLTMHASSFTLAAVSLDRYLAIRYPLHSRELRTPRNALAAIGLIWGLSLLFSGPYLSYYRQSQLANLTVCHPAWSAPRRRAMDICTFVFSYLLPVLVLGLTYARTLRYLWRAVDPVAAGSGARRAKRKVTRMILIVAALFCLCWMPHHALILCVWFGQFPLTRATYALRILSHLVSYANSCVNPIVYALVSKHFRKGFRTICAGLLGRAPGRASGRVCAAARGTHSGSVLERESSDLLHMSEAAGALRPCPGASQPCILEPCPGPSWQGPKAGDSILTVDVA
HCT116 PTEN-null: suppresses growth of cells with PTEN deletion; HCT116 PTEN-null viability, CellTiter-Glo, 60 h; stronger effect = lower value; viability, % at 10 µM; actives 1.2% (n = 140,000); AID 827;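 active means viability at or below a set limit, 4 SD under the median of all tested compounds, cut at about 3.7% in these data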;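 further: PTEN knockout HCT116 line with beta catenin targeted HCT116 as companion control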
Yeast growth inh: yeast BB579 growth reduction in restrictive medium; actives 0.51% (n = 140,000); AID 804; inhibition, % at 10 µM; S. cerevisiae BB579 growth, OD615, 48 h;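 active means inhibition above a set limit, 3 SD over the mean compound inhibition, cut at about 44% in these data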; further: inactives centre near -24
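System: DeaD yeast strain BB579; buffer or medium: CSMM-D dextrose restrictive medium; technique: OD at 615 nm; schedule: 4 h cell preincubation, 48 h compound exposure, 30 °C humidified; doses: single 10 µM dose; controls: amphotericin B 10 µg/mL, positive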
MRP-1 activ: activators of MRP-1 | H69AR cells + doxorubicin, viability rescue, CellTiter-Glo | viability increase, % at 10 µM | actives 0.61% (n = 140,000) | AID 799;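 active means viability gain under doxorubicin at or above a set limit, the compound median plus 3 SD, cut at about 4.7% in these data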;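 further: MRP-1 overexpressing cells given doxorubicin 25 µM after compound pretreatment; 18-22 h compound pretreatment then 72 h with doxorubicin before readout; 0% = doxorubicin-only wells and 100% = vehicle-treated cells without doxorubicin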
Measles CPE: protection of cells from measles virus; Measles virus-infected cells, CPE protection, absorbance; protection (pct of control), % at 4 µM; actives 1.5% (n = 140,000); AID 841; in the data active means protection mostly above about 24%, no sharp cut-off; inactive means mostly below about 26%; further: some compounds called inactive have numbers as strong as hits
E-sel TNF inh: TNF alpha driven E-selectin expression inhibition. HUVEC TNFa-induced E-selectin immunofluorescence, high content. inhibition, % at 2 µM. actives 0.71% (n = 120,000). AID 1246;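 active means inhibition above the batch mean plus 3 SD, and confirmed as a hit on visual image review, cut at about 43% in these data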;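 further: 0% = TNF-stimulated DMSO wells and 100% = unstimulated control wells; not every result past the cut was called active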
* hit, by the source's call; · = not tested or not shown.

Sequence of screens: HCT116 bCat-KO	Phagocyt inh	Yeast life ext	NPY-Y2 antag	GALR2 antag	HCT116 PTEN-null	Yeast growth inh	MRP-1 activ	Measles CPE	E-sel TNF inh
COC(=O)c1ccc(NC(=O)CSCC(=O)OCC(=O)c2ccc(Br)cc2)cc1
→ 92	·	-5	4	23	101	-9	-0.6	23	-22
Cc1cc(NC(=O)c2c([N+](=O)[O-])c(C)nn2C)no1
→ 100	·	-12	3	9	90	-22	-0.9	3	22
COc1cccc(N=Cc2c(O)n(-c3cccc(C)n3)c(=O)c3ccccc23)c1
→ 75	0	-12	3	0	61	-20	0.6	2	2
CCSCc1nnc(SCC(=O)c2ccc(OC)cc2)n1C
→ 97	-4	0	0	2	99	-14	-1.6	9	-15
Cc1ccc(N=C2NC(=O)/C(=C\c3cccs3)S2)cc1C
→ 97	·	2	4	-11	81	-3	-2.4	25	·
N#Cc1nc(N2CCCCC2)nc(N2CCOCC2)n1
→ 28	-1	-2	8	3	27	-12	-0.8	4	-7
C/C(=N\NC(=O)C(c1ccccc1)c1ccccc1)c1ccccn1
→ 4.3*	-4	6	2	9	5	-46	-3.5	3	5
CCC(C)NC(=O)CSC1=Nc2ccccc2C2=NC(CC(=O)NCc3ccc(F)cc3)C(=O)N12 (configuration not stated)
→ 95	-2	-22	1	-6	85	-31	-2.5	3	-1
Nc1c(-c2ccccc2)cnn1-c1cccc([N+](=O)[O-])c1
→ 109	·	-10	2	2	95	-23	-0.6	25	8
COC(=O)c1ccc(NC2CC(=O)N(c3ccccc3C)C2=O)cc1 (configuration not stated)
→ 94	1	-4	8	3	101	-4	-2.3	26	-6
CSc1nnc2c(n1)[nH]c1c(C)cccc12
→ 94	-1	-12	-1	13	99	-5	0.1	5	·
CCCCn1cnc2sc3c(c2c1=N)CCCC3
→ 79	-3	-4	8	11	65	-16	-3.1	8	·
CC(=O)Nc1cc(-c2ccccc2)nn1Cc1ccc(Cl)cc1
→ 74	·	1	0	-3	67	-32	-1.2	12	-10
O=C(CNC1CCCCCC1)Nc1ccc(N2CCCC2)cc1
→ 66	·	-2	6	0	63	-47	-1.4	4	-28
CCOc1ccc(CN(C)CC(=O)Nc2cc(OC)c([N+](=O)[O-])cc2C)cc1
→ 93	-2	4	4	6	105	-2	-3.0	8	·
COc1ccc(C(=O)CSc2nnc(Cn3nnc4ccccc43)n2C)cc1
→ 86	-1	-10	1	4	92	-30	-1.9	7	-10
CCOC(=O)c1ccccc1NC(=O)Cn1cnc2c1c(=O)n(C)c(=O)n2C
→ 88	0	-11	0	-5	93	-19	-1.7	8	·
O=C(Cn1cnc2c(nnn2Cc2ccc(F)cc2)c1=O)N1CCN(c2ccccc2)CC1
→ 103	·	-24	5	-8	82	-41	2.5	4	·
COc1ccccc1CN(Cc1cc2cc(C)cc(C)c2[nH]c1=O)Cc1nnnn1CC1CCCO1 (configuration not stated)
→ 42	·	2	0	16	8	-35	-3.9	8	-5
COc1ccccc1CNS(=O)(=O)c1cccc(S(=O)(=O)N2CCOCC2)c1
→ 102	-1	6	0	8	94	-8	-1.5	3	5

Next part
Sequence of screens: HCT116 bCat-KO	Phagocyt inh	Yeast life ext	NPY-Y2 antag	GALR2 antag	HCT116 PTEN-null	Yeast growth inh	MRP-1 activ	Measles CPE	E-sel TNF inh
COc1cccc(C2c3c(oc4ccc(Cl)cc4c3=O)C(=O)N2c2cc(C)on2)c1OC (configuration not stated)
→ 2.8*	1	3	3	-2	20	-70	-2.4	·	-12
O=C1OCc2ccc(NC(=O)C3CCCCC3)cc21
→ 101	-1	-1	4	-7	100	-37	1.6	5	16
O=C(NC(Cc1ccccc1)C(=O)O)c1ccccc1 (configuration not stated)
→ 99	-1	-6	1	4	108	-26	0.5	7	7
O=C1CCCCCN1CP(=O)(O)CCc1ccccc1
→ 86	·	-22	2	4	97	-2	-1.7	4	-18
O=C(CSc1ncccn1)Nc1ccc(S(=O)(=O)N2CCCCC2)cc1
→ 89	·	-17	3	10	102	-45	-3.2	5	·
N#Cc1cnc(SCC(=O)NNC(=O)COc2cccc3ccccc23)nc1N
→ 98	0	-3	3	-1	101	-6	-3.1	17	-22
S=c1[nH]c2ncccc2o1
→ 94	-2	-4	0	-3	103	12	-3.4	9	21
Clc1ccc(-c2cn3c(n2)CCC3)cc1
→ 45	0	-12	3	8	70	4	1.4	2	·
CCOC(=O)C(CC)n1nc(C)n2c(cc3occc32)c1=O (configuration not stated)
→ 98	·	-11	3	-2	100	-2	-2.2	14	16
COc1c2c(nc3ccccc13)OC(C(C)(O)CO)C2 (configuration not stated)
→ 100	0	-3	3	0	94	-50	1.0	4	19
CC(C)NS(=O)(=O)c1ccc(NC(=S)NC(=O)c2ccc(-c3ccccc3)cc2)cc1
→ 71	0	-6	10	3	62	-26	0.4	44*	-24
CCCCN(C)C(=O)c1cn(C)c2ccc(S(=O)(=O)N(C)C)cc2c1=O
→ 83	·	-4	1	-4	91	-20	-3.3	2	·
CCCCCOc1ccc(NC(=O)C(=O)NCCC2=CCCCC2)cc1
→ 92	-5	-6	2	2	82	-31	-4.0	7	-19
CN1CCN(c2nc(-c3cc4ccccc4o3)cs2)CC1
→ 87	-2	-6	4	6	86	-18	0.9	7	-44
Cc1ccccc1NC(=S)Nc1ccc(Br)cc1
→ 80	4	-3	1	11	82	-32	-2.8	2	8
COc1ccc(-n2nc3c(c2NC(=O)Cc2cccc(C)c2)CS(=O)C3)cc1 (configuration not stated)
→ 89	0	0	3	-4	93	-16	-1.6	36	17
CCC(C)NC(=O)CCS(=O)(=O)c1ccc2c(c1)n(C)c(=O)c(=O)n2C (configuration not stated)
→ 100	-1	-8	9	10	119	-18	-1.3	7	-15
CC(=O)C1=C(NC(=O)c2ccccc2F)C[C@@H]2[C@H]1C2(C)C
→ 100	0	-12	1	-15	83	-10	0.3	3	13
CCN=C1SC(C(=O)Nc2cccc(C(=O)O)c2)CC(=O)N1CC (configuration not stated)
→ 91	0	-6	0	5	92	-15	-1.4	11	·
Cc1sc(CO)c(Sc2ccccc2)c1C(=O)O
→ 96	·	-3	0	3	95	-62	-0.8	9	-2

(cont.)
Sequence of screens: HCT116 bCat-KO	Phagocyt inh	Yeast life ext	NPY-Y2 antag	GALR2 antag	HCT116 PTEN-null	Yeast growth inh	MRP-1 activ	Measles CPE	E-sel TNF inh
CC(=O)N1CCCc2cc(S(=O)(=O)N3CCN(c4ccccn4)CC3)ccc21
→ 90	-4	-5	3	-3	84	-7	-2.6	5	-20
Cc1ccc(-c2nnc(N3CCN(C(=O)Cn4c(=O)n(C)c5ccccc54)CC3)c3ccccc23)cc1
→ 90	-1	-9	0	-9	93	-36	1.6	16	4
O=C1NCC(CN(c2ccccc2)c2ccccc2)O1 (configuration not stated)
→ 99	1	-9	4	1	104	-29	-0.2	4	-41
COc1ccc(N2C(=O)CC(n3cnc4ccccc43)C2=O)cc1 (configuration not stated)
→ 102	0	3	5	-6	106	-13	-0.7	14	3
COc1ccc(N/N=C(/Oc2ccc([N+](=O)[O-])cc2)C(C)=O)cc1
→ 87	·	·	0	-6	87	-12	-2.6	10	6
CCCNC(=O)Cc1ncn[nH]1
→ 96	-2	-1	-3	-4	90	9	-0.2	4	-5
O=C(Nc1ccc2c(c1)CCC2)c1cccc(S(=O)(=O)N2CCN(c3ccc(F)cc3)CC2)c1
→ 72	-2	-14	-2	-7	72	-11	-2.6	2	-22
N#Cc1cc(-c2ccccc2)nc(Oc2ccc(Cl)cc2)n1
→ 54	0	9	12	13	66	-23	-0.9	2	-14
COC(=O)c1cn(CCOc2ccccc2OC)c2ccccc12
→ 46	·	·	2	5	55	-27	-1.1	26	-35
Cc1ccc(S(=O)(=O)N[C@H](C(=O)OCC(=O)N2N=C(c3ccc(Cl)cc3)CC2c2ccco2)C(C)C)cc1 (some centres not stated)
→ 49	-14	-3	-1	-4	43	-23	-3.3	10	·
Cc1ccc(Oc2c(C=O)c3ccccc3n2C)cc1
→ 77	·	-11	3	-6	76	1	-4.4	30	·
CC(C)CCNC(=O)CN(C(=O)CCC(=O)Nc1ccccn1)c1ccc2c(c1)OCCO2
→ 100	·	·	1	11	93	-48	-0.4	6	18
COC(F)(C(=O)Nc1ccc2c(c1)C(=O)NC2=O)C(F)(F)F (configuration not stated)
→ 97	4	-10	4	13	99	-55	-0.2	12	11
COc1cc(NC(=O)Nc2ccccc2)c(OC)cc1NC(=O)CN1CCCCC1
→ 58	0	-5	-6	-9	71	-40	-1.7	25	·
CCN(CC)CCn1c(NCc2ccccn2)nc2ccccc21
→ 104	·	-5	3	-8	115	-61	-1.0	2	·
O=C(c1ccc(Cl)c([N+](=O)[O-])c1)N(Cc1cccc(Cl)c1)C1CCS(=O)(=O)C1 (configuration not stated)
→ 71	·	-1	1	0	69	-37	-4.8	29	2
CC(=O)Nc1ccc(N2C(=O)CSC2c2c(F)cccc2Cl)cc1 (configuration not stated)
→ 71	2	-14	1	-2	62	-15	-3.2	8	0
CCC(=O)Nc1ccc(-c2nnc(SCC(=O)Nc3nccs3)n2C)cc1
→ 100	-2	-5	0	-4	108	-42	-1.0	23	26
COc1ccccc1Nc1nc(C)cc(=O)[nH]1
→ 91	0	0	4	5	94	-28	-1.6	16	-7
CC(=O)c1ccc(NC(=O)c2ccccc2Sc2ncnc3sc(C)c(C)c23)cc1
→ 90	·	2	2	10	85	-44	-3.3	6	·

Additional entries.
Sequence of screens: HCT116 bCat-KO	Phagocyt inh	Yeast life ext	NPY-Y2 antag	GALR2 antag	HCT116 PTEN-null	Yeast growth inh	MRP-1 activ	Measles CPE	E-sel TNF inh
COc1ccc(CNC(=O)Cn2nc(-c3ccc4c(c3)OCCO4)ccc2=O)cc1
→ 91	-2	-1	2	12	96	-33	-1.5	4	2
CCOC(=O)/C=c1\s/c(=C\c2ccc(C(F)(F)F)cc2)c(=O)n1CC(=O)NCc1ccco1
→ 41	-3	-1	-2	-5	17	-29	-5.7	13	-11
COC(=O)C1=C(SC)N(c2ccccc2)C(c2ccccc2)CC1=O (configuration not stated)
→ 97	2	4	2	15	101	9	-3.0	18	·
Cc1ccc(/C(O)=C2/C(=O)C(=O)OC2c2ccc(Cl)cc2)cc1 (configuration not stated)
→ 89	·	16	6	0	94	-16	-1.6	22	8
O=C1C(Cl)=C(Nc2ccc(F)cc2)C(=O)N1CCc1ccccc1
→ 93	9	-12	8	15	87	-31	0.6	6	·
Cc1ccc(-c2cnn(-c3cccc([N+](=O)[O-])c3)c2N)cc1
→ 92	·	-8	3	7	87	-35	0.9	21	35
COc1ccc(-n2c(COc3cccc4ccccc34)nnc2SCC#N)cc1
→ 55	·	·	18*	-23	54	-19	-6.7	32	18
O=C(C1=C(O)C(=O)N(c2ncccn2)C1c1cccs1)c1ccco1 (configuration not stated)
→ 93	3	-9	1	-8	95	-29	-1.7	3	6

Shown as a hit in Measles CPE (from the list above):
smiles | Phagocyt inh | Yeast life ext | NPY-Y2 antag | GALR2 antag | Yeast growth inh | Measles CPE | E-sel TNF inh
CC(C)NS(=O)(=O)c1ccc(NC(=S)NC(=O)c2ccc(-c3ccccc3)cc2)cc1 | 0 | -6 | 10 | 3 | -26 | 44* | -24
